# PrPC surface inh – inhibitors of human cell surface prion protein PrPC; P04156; AID 720596; TR-FRET read-out; inhibition, % at 13.8 µM; 370,000 tested, 0.43% active; in the data active means inhibition above about 24%; further: 0% = median of the test wells and 100% = reference compound wells
# SARS 3CLpro inh – SARS-CoV 3CLpro protease inhibition. 290,000 tested, 0.14% active. AID 1706. inhibition, % at 6 µM. P0C6X7. recombinant SARS-CoV 3CLpro, quenched FRET peptide cleavage; in the data active means inhibition above about 12%
# DUSP3 inh – inhibitors of human VHR1 phosphatase (DUSP3). 290,000 tested, 0.52% active. inhibition, % at 13.3 µM. recombinant VHR phosphatase, pNPP absorbance. P51452; in the data active means inhibition above about 50%; further: some compounds called inactive have numbers as strong as hits
# Y pestis TopoI – blocks Yersinia pestis topoisomerase I activity; Y. pestis Topo-I cleavage product accumulation, plate reader; AID 504884; 360,000 tested, 0.064% active; activity, % at 10 µM; in the data active means activity above about 50%, passing the limit was not always enough; further: inactives centre near 2
# Rv3671c protease – inhibitors of M. tuberculosis serine protease Rv3671c | 320,000 tested, 0.048% active | AID 2606 | inhibition, % at 5.96 µM; in the data active means inhibition above about 38%;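 further: extracellular domain of Rv3671c used as enzyme; 0% = enzyme with DMSO and 100% = no enzyme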
# TcdB GH inh – blocks C. difficile toxin B glycohydrolase activity | inhibition, % at 9.99 µM | 350,000 tested, 0.24% active | P18177 | AID 652162 | TcdB glycohydrolase enzymatic assay, plate reader; in the data active means inhibition above about 10%
# CCHF vOTU inh – CCHFV vOTU protease inhibition; Pep-AMC fluorescence; inhibition, % at 11.5 µM; 370,000 tested, 0.55% active; AID 651958; in the data active means inhibition above about 30%; further: 0% = vehicle wells with enzyme and 100% = no enzyme wells
# Vc quorum ag – induces V. cholerae light production without autoinducers | V. cholerae BH1578 lux reporter, luminescence, 6 h | activation, % at 18.7 µM | 350,000 tested, 0.16% active | AID 588436; in the data active means activation mostly above about 9.7%, no sharp cut-off; further: not every result past the cut was called active; inactives centre near 0; reference of the scale not given here
# MazEF act – increases E. coli MazEF RNase cleavage of RNA; P0AE70; activation, % at 20 µM; FAM/BHQ RNA-DNA oligo cleavage fluorescence, 5 h; 350,000 tested, 0.32% active; in the data active means activation above about 50%
# PriA SSB inh – K. pneumoniae PriA-SSBct interaction inhibition | AlphaScreen SSBct-PriA binding, biotinylated peptide | inhibition, % at 33 µM | 430,000 tested, 0.6% active | AID 1272365; in the data active means inhibition mostly above about 37%, no sharp cut-off; inactive means mostly below about 20%;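 further: plate controls were negative control peptide for no effect and reference peptide for full effect; strong numbers were not always called active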
# * hit, by the source's call; i = inactive; / = not tested or not shown; & = joins results of further samples. Not all compounds are listed (hit frequency here may not be typical).
SMILES,PrPC surface inh,SARS 3CLpro inh,DUSP3 inh,Y pestis TopoI,Rv3671c protease,TcdB GH inh,CCHF vOTU inh,Vc quorum ag,MazEF act,PriA SSB inh
CC1CCCCC1NC(=O)COC(=O)c1ccc(N(C)C)cc1 (configuration not stated),9,3,22,4,0,/,19,-0.4,8,-4
COc1cc(OC)c(C(=O)Nc2ccncc2)cc1OC,3,4,5,-1,4,0.1,-1,i,-3,2
CCN1C(=O)c2cccc3c(S(=O)(=O)Nc4ccccc4O)ccc1c23,-30,1,-23,17,3,1.2,1,-7.3,-3,5
CC(=O)Nc1ccc(SCC(=O)c2cc(C)n(-c3ccccc3F)c2C)cc1,4,-3,-4,21,-10,/,-4,-0.6,-9,20
COc1cc2c(cc1OC)[C@@H](NC(=O)COc1ccccc1)[C@H](OCc1ccccc1)C2,-2,/,/,30,/,1.0,10,-1.0,9,-14
Cc1cc(C)nc(NC(=NCCc2c[nH]c3ccccc23)NC(=O)Nc2ccc(Cl)cc2)n1,-3,0,-2,-10,-62,/,-6,-0.3,-10,10
Cc1cc(C)cc(OCC(=O)Nc2ccc(-n3cnnn3)cc2)c1,-1,/,/,4,-22,0.5,6,-3.4,-5,-9
COc1ccc(NS(=O)(=O)c2cc([N+](=O)[O-])ccc2NN=Cc2ccccc2OCC(=O)O)cc1,-9,/,/,-16,-15,1.0,14,i,-19,8
COc1cccc(-c2n[nH]c3c2CCC3)c1,3,0,31,-3,-4,1.5,-7,-0.6,2,-8
C[C@@H]1[C@@H](Sc2ccccc2)CC(=O)O[C@@H]1c1ccc(-c2ccccc2)cc1,7,/,/,4,-20,1.5,6,i,-3,-27
CC1CN(C(=S)Nc2cccc(Cl)c2)CC(C)O1 (configuration not stated),-2,1,35,4,4,0.2,-9,0.0,-6,-5
CC(=O)c1ccc(S(=O)(=O)Nc2ccc(-c3ccc4nncn4n3)cc2)cc1,-8,/,/,0,4,1.6,2,1.1,5,7
C/C(=N/NC(=O)c1cc(-c2ccccc2)nc2c(Cl)cccc12)c1cccnc1,-7,-1,19,-4,/,0.7,7,-1.0,5,/
COCCN(C(=O)COC(=O)CSc1ccccc1)c1c(N)n(Cc2ccccc2)c(=O)[nH]c1=O,-7,/,/,-2,-4,1.1,1,1.3,4,1
COc1ccc(/C=C(\NC(=O)c2ccccc2)C(=O)NC2CCS(=O)(=O)C2)cc1 (configuration not stated),-1,-2,-3,-2,-8,0.7,13,i,-3,-5
O=C(Nc1cccc(-c2cccc(Cl)c2)c1)C1CCN(Cc2ccc(CO)o2)CC1,-9,7,-7,8,-3,0.3,4,i,4,18
Cn1nc(-c2ccc(Cl)cc2)cc1NC(=O)Nc1ccccc1,-1,-1,6,-13,4,0.7,-2,-0.3,0,-5
Cc1ccc(-n2c(CNc3ccc(F)cc3)nnc2SCC(=O)N2CCCC2)cc1,-3,-5,-4,26,0,/,2,-6.7,-14,-4
N#Cc1nc(Cl)c(Cl)c(NN)c1Cl,-7,-1,12,1,0,1.4,-6,-0.4,12,-14
c1ccc(-c2nnc(CN3CCCc4ccccc43)o2)cc1,-5,1,0,-6,-5,/,4,i,28,1
Oc1ccc(Cl)cc1CNCC1CCCO1 (configuration not stated),-7,-2,8,0,-1,/,0,-5.3,-2,1
CCOC(=O)c1cnc(Nc2nc3ccccc3o2)nc1CSC(=S)N1CCCCC1,1,4,-10,4,4,0.6,-4,i,-15,8
COC(=O)c1ccccc1NC(=S)N1CCOCC1,-18,-1,4,-1,-1,1.2,3,i,6,-6
O=C(NCC(=O)N(c1cccnc1)C(C(=O)NC1CCCC1)c1cccs1)c1cccs1 (configuration not stated),-5,-1,4,-5,-13,0.5,2,i,0,-5
CCOC(=O)c1ccc(N2C(=O)CC(Sc3nc(O)c(CC)c(=O)[nH]3)C2=O)cc1 (configuration not stated),1,-4,23,-5,9,/,3,i,20,-15
O=C(CN(C(=O)c1csnn1)c1cccc2c1CCCC2)NCc1ccccc1,-2,6,31,18,4,2.2,11,-0.2,8,-6
Cc1ccc(S(=O)(=O)N(C)C)cc1NC(=O)C1CCCN(C(=O)c2ccc(Cl)cc2)C1 (configuration not stated),-1,/,/,23,1,-1.6,-3,-0.7,2,9
S=C(NC1CCCCC1)N1CCOCCOCCN(C(=S)NC2CCCCC2)CCOCC1,0,3,-15,13,10,1.6,-1,-0.6,5,-14
COc1ccc(S(=O)(=O)NCc2cccnc2)c2ccccc12,0,-5,21,-2,-9,0.6,-6,i,1,-6&3
CCOC(=O)C1=C(C)N(c2nonc2NC(C)=O)C(N)=C(C#N)C1c1ccccc1F (configuration not stated),1,4,25,2,4,/,11,-0.5,-7,7
O=C(N=c1nc2ccccn2s1)c1ccccc1,4,/,15,2,-4,/,-3,i,-5,-20
CC(C)CCC(C(=O)O)C(C)CC(=O)Nc1ccn(-c2ccccc2)n1 (configuration not stated),-1,0,14,11,0,-1.5,-6,-0.3,-1,3
COc1ccc(-c2noc3c2-c2nc(-c4c(F)cccc4F)sc2CC3)cc1,-7,-2,13,6,-2,-0.6,7,0.7,-6,-6
Cn1nnnc1SCCNCc1cccc2ccccc12,-2,-5,17,4,-3,/,-5,-3.3,4,-8
COc1ccc(NC(=O)CCC(=O)c2cc(C)sc2C)cc1,6,/,/,11,/,2.0,-2,-0.3,-3,-4
CCOC(=O)C1CCCc2c1[nH]c1c(C(=O)O)cccc21 (configuration not stated),-1,8,19,9,-3,/,-7,12,4,2
N#CC1c2ccccc2-n2nncc2CN1S(=O)(=O)c1ccc(Cl)cc1 (configuration not stated),5,/,/,-2,/,-0.2,-7,-1.4,3,-6
COc1cc(CNc2ccc(S(N)(=O)=O)cc2)ccc1OCc1ccccc1F,17,/,/,1,/,0.9,5,-0.6,8,19
C=CCNc1nc(Nc2ccccc2F)nc(OCC)n1,-5,1,25,3,4,2.1,0,i,4,3
Clc1cccc(Nc2nc(-c3ccncc3)nc3ccccc23)c1,-12,0,17,4,-7,1.0,13,i,-67,-3
COC(=O)COc1ccc(=O)n(-c2ccccc2)n1,2,-3,2,0,9,/,-4,i,-2,-5
Cc1nc(SCc2ccc(Cl)c(Cl)c2)n[nH]1,4,-3,15,-10,/,2.3,-14,-0.3,4,-17
COc1ccc(O)c(C(=O)c2cnn(S(=O)(=O)c3ccc(C)cc3)c2)c1,3,/,/,11,-6,-0.4,5,-2.7,1,-1
O=C1NC(=O)C(=Cc2ccccc2Oc2ccc(F)cc2)C(=O)N1,-2,1,23,0,/,-8.7,14,-0.4,3,16
Cc1ccc(CNC(=O)CN(Cc2cccs2)C(=O)C2(C)CC(=O)N=C3C=CC=CN32)cc1 (configuration not stated),-2,-6,5,1,-9,-0.1,-103,0.4,3,3
Nc1ccc(N2CCN(Cc3ccccc3Cl)CC2)c(Cl)c1,0,5,6,-12,-2,/,13,-0.7,1,-12
C=C1C(O)C[C@H]2C(=C)CCC3[C@H](OC(=O)[C@]3(O)CO)[C@@H]12 (some centres not stated),-1,-3,-7,2,5,0.4,-1,i,8,-9
N#C/C(=C\Nc1ccc2cn[nH]c2c1)c1nc(-c2ccccc2)cs1,0,7,0,-2,/,0.5,-6,-1.3,-29,-2
O=C(NCc1cc(C(F)(F)F)cc(C(F)(F)F)c1)C1CC(c2cccc([N+](=O)[O-])c2)=NO1 (configuration not stated),4,7,-4,-10,0,5.3,-1,8.3,-1,-24
O=CN1CCN(C(=O)c2ccccc2Cl)CC1,-6,-6,18,-1,8,/,3,i,13,-5
CCOC(=O)c1nnc(-c2ccccc2)nc1Sc1c(Cl)cccc1Cl,3,1,26,18,3,/,-9,-25,0,-6
OCCOCCn1c(C(CO)Nc2nc(-c3ccccc3Br)cs2)nc2ccccc21 (configuration not stated),-12,/,/,27,-1,1.8,7,-0.6,1,-3
CCCc1nc2ccccc2c(=O)n1CCc1ccccc1,-6,0,-4,-2,-7,-1.3,5,i,-5,-13
CC(NC(=O)c1ccccc1NC(=O)CN1CCc2ccccc2C1)c1ccccc1 (configuration not stated),3,-2,-6,40,-12,0.9,19,-0.3,5,-5
COc1ccc(C(=O)CCN2CCN(c3ccccc3F)CC2)cc1,-2,1,13,-3,12,-1.2,-8,-0.1,-3,-15
COc1ccc(OC)c(S(=O)(=O)N(C)CC(=O)N2CCOCC2)c1,-3,-1,32,5,-3,-1.6,-1,0.8,-2,6
COc1cc(S(=O)(=O)Nc2ccc(C)cc2)ccc1NC(=O)c1ccncc1,8,6,17,1,0,2.0,3,-0.4,-3,-8
CCCOc1ccc(N2CC(C(=O)Nc3ccccn3)CC2=O)cc1 (configuration not stated),8,6,23,2,-1,/,7,-0.3,3,-16
COc1ccc(NS(=O)(=O)c2ccc3oc(=O)c4[nH]c(=O)c(=O)n(C)c4c3c2)cc1,0,-4,-2,7,-1,1.9,21,-0.2,12,-1
O=C1COc2ccccc2N1Cc1ccccc1Cl,4,1,37,20,-3,/,-6,17*,0,-29

# 14 of the compounds above, with two lines to a compound.
# Second line of a record: PrPC surface inh, SARS 3CLpro inh, DUSP3 inh, Y pestis TopoI, Rv3671c protease, TcdB GH inh, CCHF vOTU inh, Vc quorum ag, MazEF act, PriA SSB inh
Cc1nc(SCc2ccc(Cl)c(Cl)c2)n[nH]1
 : 4, -3, 15, -10, /, 2.3, -14, -0.3, 4, -17
COc1ccc(O)c(C(=O)c2cnn(S(=O)(=O)c3ccc(C)cc3)c2)c1
 : 3, /, /, 11, -6, -0.4, 5, -2.7, 1, -1
O=C1NC(=O)C(=Cc2ccccc2Oc2ccc(F)cc2)C(=O)N1
 : -2, 1, 23, 0, /, -8.7, 14, -0.4, 3, 16
Cc1ccc(CNC(=O)CN(Cc2cccs2)C(=O)C2(C)CC(=O)N=C3C=CC=CN32)cc1 (configuration not stated)
 : -2, -6, 5, 1, -9, -0.1, -103, 0.4, 3, 3
Nc1ccc(N2CCN(Cc3ccccc3Cl)CC2)c(Cl)c1
 : 0, 5, 6, -12, -2, /, 13, -0.7, 1, -12
C=C1C(O)C[C@H]2C(=C)CCC3[C@H](OC(=O)[C@]3(O)CO)[C@@H]12 (some centres not stated)
 : -1, -3, -7, 2, 5, 0.4, -1, i, 8, -9
N#C/C(=C\Nc1ccc2cn[nH]c2c1)c1nc(-c2ccccc2)cs1
 : 0, 7, 0, -2, /, 0.5, -6, -1.3, -29, -2
O=C(NCc1cc(C(F)(F)F)cc(C(F)(F)F)c1)C1CC(c2cccc([N+](=O)[O-])c2)=NO1 (configuration not stated)
 : 4, 7, -4, -10, 0, 5.3, -1, 8.3, -1, -24
O=CN1CCN(C(=O)c2ccccc2Cl)CC1
 : -6, -6, 18, -1, 8, /, 3, i, 13, -5
CCOC(=O)c1nnc(-c2ccccc2)nc1Sc1c(Cl)cccc1Cl
 : 3, 1, 26, 18, 3, /, -9, -25, 0, -6
OCCOCCn1c(C(CO)Nc2nc(-c3ccccc3Br)cs2)nc2ccccc21 (configuration not stated)
 : -12, /, /, 27, -1, 1.8, 7, -0.6, 1, -3
CCCc1nc2ccccc2c(=O)n1CCc1ccccc1
 : -6, 0, -4, -2, -7, -1.3, 5, i, -5, -13
CC(NC(=O)c1ccccc1NC(=O)CN1CCc2ccccc2C1)c1ccccc1 (configuration not stated)
 : 3, -2, -6, 40, -12, 0.9, 19, -0.3, 5, -5
COc1ccc(C(=O)CCN2CCN(c3ccccc3F)CC2)cc1
 : -2, 1, 13, -3, 12, -1.2, -8, -0.1, -3, -15
